# Screens from PubChem.
# HKDC1 inh: inhibitors of human hexokinase HKDC1; recombinant HKDC1, G6PDH/diaphorase resazurin coupled fluorescence; Q2TB90; 340,000 tested, 0.16% active; inhibition, % at 20 µM;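 active means inhibition above about 35% when tested at 20 µM, limit read from the data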;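 further: plate controls were DMSO wells with enzyme for no effect and DMSO wells lacking enzyme for full effect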
#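 test system = in-house recombinant HK5 (HKDC1) enzyme | amount = HKDC1 at 5 µg/mL | control set = DMSO-enzyme wells negative, buffer-substituted wells positive | compound = one dose of 20 µM, 1% DMSO | schedule = reaction time 90 min, room temperature, protected from light | technique = resorufin fluorescence at 613 nm | reagent = glucose with 1 mM ATP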
# PfGluPho inh: PfG6PD (Plasmodium falciparum) enzyme inhibition. 350,000 tested, 0.78% active. AID 504690. inhibition, % at 20 µM. PfGluPho enzyme, NADPH resazurin-diaphorase fluorescence;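 active means inhibition reaching at least a set limit at 20 µM in the primary screen, cut at about 59% in these data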;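 further: 0% = DMSO wells with substrate and 100% = DMSO wells lacking glucose-6-phosphate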
# SENP8 block-1: SENP8 protease inhibition; AID 2540; Q96LD8; 330,000 tested, 1.2% active; purified SENP8, Z-RLRGG-aminoluciferin cleavage, luminescence; inhibition, % at 10 µM; in the data active means inhibition above about 50%
# Target sequence (Q96LD8 whole entry, looked up): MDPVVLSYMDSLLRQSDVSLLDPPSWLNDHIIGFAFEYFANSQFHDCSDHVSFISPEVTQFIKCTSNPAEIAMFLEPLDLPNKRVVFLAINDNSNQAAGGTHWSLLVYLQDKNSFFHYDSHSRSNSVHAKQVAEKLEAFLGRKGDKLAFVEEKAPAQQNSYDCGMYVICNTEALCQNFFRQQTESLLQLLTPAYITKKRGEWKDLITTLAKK
# SENP7 block: SENP7 protease inhibition; recombinant SENP7, Z-RLRGG-aminoluciferin luminescence, 40 min; 330,000 tested, 1.5% active; Q9BQF6; inhibition, % at 5 µM; AID 434973;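 active means inhibition above about 50% at the single test dose, limit read from the data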;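 further: plate controls were DMSO with enzyme for no effect and no enzyme buffer wells for full effect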
# Target sequence (Q9BQF6 706-1050 limits assumed): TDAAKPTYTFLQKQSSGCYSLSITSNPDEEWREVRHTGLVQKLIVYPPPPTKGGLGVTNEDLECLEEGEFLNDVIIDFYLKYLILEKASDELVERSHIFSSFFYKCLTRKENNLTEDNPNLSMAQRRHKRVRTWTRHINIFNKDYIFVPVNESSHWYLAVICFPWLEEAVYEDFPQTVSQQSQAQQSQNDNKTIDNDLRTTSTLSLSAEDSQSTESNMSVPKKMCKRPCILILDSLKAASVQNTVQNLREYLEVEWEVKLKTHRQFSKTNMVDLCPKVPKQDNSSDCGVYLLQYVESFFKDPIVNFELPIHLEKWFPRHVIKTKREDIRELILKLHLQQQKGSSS
# Apaf1 inhib: inhibitors of human Apaf-1 apoptosome; O14727; reconstituted apoptosome caspase-3 activity, DEVD-Rh110 fluorescence; 330,000 tested, 0.71% active; AID 489030; inhibition, % at 20 µM; active means inhibition of at least 40% at 20 µM;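 further: plate controls were DMSO wells for no effect and DEVD-CHO caspase inhibitor wells for full effect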
#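 Material: biochemical Apaf-1 apoptosome reconstitution. Medium: Hepes buffer, pH 7.5. Also added: cytochrome c activation, bis-DEVD rhodamine 110 substrate. Timing: 30 min compound preincubation, 50 min activation, room temperature. Measured by: rhodamine 110 fluorescence at Ex 480/Em 540 nm.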
# SENP8 block-2: SENP8 (human) protease inhibition | Q96LD8 | recombinant SENP8, Nedd8 substrate fluorescence | inhibition, % at 20 µM | 360,000 tested, 0.64% active | AID 602440; in the data active means inhibition mostly above about 40%, no sharp cut-off; inactive means mostly below about 27%
# SENP6 inh: inhibitors of human SENP6 protease; Q9GZR1; Recombinant SENP6 catalytic domain, aminoluciferin luminescence; inhibition, % at 10 µM; 330,000 tested, 1.8% active; AID 2599;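 active means inhibition above about 50% at the single tested dose, limit read from the data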;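 further: plate controls were DMSO wells with enzyme for no effect and DMSO wells lacking enzyme for full effect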
# SENP1 FRET inh: blocks the human SENP1 SUMO protease catalytic domain. Q9P0U3. recombinant SENP1 catalytic domain, CyPet-SUMO1-YPet FRET cleavage. 360,000 tested, 0.21% active. inhibition, % at 10 µM. AID 624204;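 active means inhibition at least 30% at 10 µM, raw YFP signal under a set limit, fluorescence ratio 0.5 to 1.5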;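 further: 0% = enzyme with DMSO and 100% = no enzyme wells; some results filed as inactive read as strong as hits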
# Target sequence (Q9P0U3 419-644 limits assumed): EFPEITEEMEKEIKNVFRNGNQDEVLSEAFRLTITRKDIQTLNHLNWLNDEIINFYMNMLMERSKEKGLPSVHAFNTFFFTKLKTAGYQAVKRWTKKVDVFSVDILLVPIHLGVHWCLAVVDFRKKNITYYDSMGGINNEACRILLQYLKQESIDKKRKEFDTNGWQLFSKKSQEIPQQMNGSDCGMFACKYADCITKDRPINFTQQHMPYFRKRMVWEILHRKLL
#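 Assay system: hSENP1 catalytic domain, recombinant. Amount: SENP1 enzyme, 20 pM final. Schedule: 50 min reaction, RT, dark. Technique: FRET, CFP and YFP emission. Control set: no-enzyme wells low, DMSO-plus-enzyme wells high control.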
# * marks the source's active call; other numbers are inactive results; i = inactive; . = no result given.
# Below each compound – SENP8 block-1	HKDC1 inh	PfGluPho inh	SENP7 block	SENP1 FRET inh	Apaf1 inhib	SENP6 inh	SENP8 block-2
O=C(NNc1ccc([N+](=O)[O-])cc1[N+](=O)[O-])c1ccco1
  11	1	12	6	4	2	5	23
COc1ccc(CCC(=O)NCCS(=O)(=O)N2CCN(c3ccccc3)CC2)cc1
  -11	-2	-11	-4	3	12	-10	-8
COc1ccc(-c2ccc(/C=C(\NC(=O)c3ccccc3)C(=O)N3CCOCC3)o2)cc1
  -1	0	12	9	-9	21	-17	-102
O=S(=O)(c1ccc(NC(=S)NN=C2CCCCC2)cc1)N1CCOCC1
  10	-19	8	4	0	-10	1	-2
O=C(NC1CCCCC1)N(Cc1cc2cc3c(cc2[nH]c1=O)OCCO3)C1CCCCC1
  -10	16	-7	-8	1	9	-9	-295
CSC1=C(C#N)C(=O)NC(c2ccc(Cl)cc2)S1 (stereo not drawn)
  4	22	-18	2	-1	7	-24	16
CC1C/C(=C/c2ccncc2)C(=O)/C(=C/c2ccncc2)C1 (stereo not drawn)
  -8	43*	9	-13	-1	16	5	-12
Cc1cccc(C)c1N1CCN(C(=O)Nc2ccc3c(c2)OCCO3)CC1
  4	-3	17	6	0	22	3	15
CCC(=O)Nc1nc(CC(=O)Nc2ccccc2OC)cs1
  -13	-1	-28	-9	0	4	-6	26
CCN(CC)S(=O)(=O)c1ccc(N/N=C/c2ccc(O)cc2O)nc1
  -16	20	-10	-10	-2	13	-15	-206
O=C(CN1CCc2ccccc2C1)Nc1ccccc1C(=O)NC1CC1
  8	-5	-1	2	-3	-8	-4	4
CN1C(=O)Cc2cc(S(=O)(=O)N3CCN(c4ccc(Cl)cc4)CC3)ccc21
  2	-1	1	-8	-1	2	5	11
C=CCNc1ncnc2c1[nH]c1ccc(C)cc12
  -10	12	10	-11	-1	1	5	-262
CN1CCN(C2CCN(Cc3ccc(O)c4ncccc34)CC2)CC1
  -11	-6	5	-9	0	-5	-2	17
CCCCn1ccnc1C(=O)c1cc(S(=O)(=O)N2CCOCC2)ccc1C
  3	3	11	-2	0	-14	-2	1

# Records listed above shown as hits in HKDC1 inh.
smiles	HKDC1 inh	PfGluPho inh	SENP7 block	SENP1 FRET inh	SENP6 inh
CC1C/C(=C/c2ccncc2)C(=O)/C(=C/c2ccncc2)C1 (stereo not drawn)	43*	9	-13	-1	5

# (cont.)
# Below each compound – SENP8 block-1	HKDC1 inh	PfGluPho inh	SENP7 block	SENP1 FRET inh	Apaf1 inhib	SENP6 inh	SENP8 block-2
O=C(Cc1cccc(NC(=O)C2CCCN(C(=O)c3ccccc3)C2)c1)Nc1ccc(C(=O)N2CCCCC2)cc1 (stereo not drawn)
  .	-8	-8	.	1	.	.	4
Cc1nn(-c2ccc(F)cc2)c2sc(C(=O)O)cc12
  0	-7	-15	98*	3	-18	-10	8
O=C(CCS(=O)(=O)c1cccc2nsnc12)NCc1ccccc1
  -2	3	19	-8	3	6	-10	11
O=C1CS(=O)(=O)N(Cc2ccccc2F)c2ccc(Br)cc21
  .	8	-1	8	0	15	.	-2
N=C1/C(=C/c2ccc(Br)o2)C(=O)N=C2SC(CC(=O)N3CCCC3)=NN12
  -3	6	6	2	-22	2	14	15
COCC(C)n1c(SCc2nc3ccccc3c(=O)[nH]2)nc2ccccc2c1=O (stereo not drawn)
  -5	0	7	-12	-14	-8	-18	-101
COC(=O)C1ON2OC(C(=O)OC)C(C(=O)OC)C2C1CC(C)=O (stereo not drawn)
  -1	-7	-1	-1	1	-21	-8	11
O=C1C2C3C=CC(C4CC34)C2C(=O)N1/N=C/c1cccs1 (stereo not drawn)
  -2	22	-1	1	1	1	0	12
C=CCn1c(SCc2cc(=O)n3ccsc3n2)nc2ccccc2c1=O
  -8	-5	20	-5	1	11	-14	-13
CCOC(=O)CSC1=N/C(=C/c2ccc(-n3cncn3)cc2)C(=O)N1C(C)=O
  0	-1	-7	2	-41	-13	5	-258
CC(Oc1ccc2cc(-c3ccccc3)c(=O)oc2c1)C(=O)NCC1CCC(C(=O)O)CC1 (stereo not drawn)
  2	1	4	0	-37	-1	-8	-176
CCOC(=O)c1ccc(Oc2nc(SC)nc(N(C)C)n2)cc1
  -8	-9	-22	-8	-2	17	-22	18
Cn1c(=O)c2c(nc(NN=C3CCCCC3)n2C)n(C)c1=O
  12	14	14	-2	2	-3	6	11
C=CCC1(CC=C)CCCN1C(=O)c1cc(COc2cncc(Cl)c2)on1
  -6	.	.	-8	1	20	2	4
Cc1nc(N)c(Cc2ccc(Cl)cc2Cl)c(N)n1
  -11	4	-11	-7	-1	10	-7	5

# Other entries follow.
# Below each compound – SENP8 block-1	HKDC1 inh	PfGluPho inh	SENP7 block	SENP1 FRET inh	Apaf1 inhib	SENP6 inh	SENP8 block-2
O=S(=O)(c1ccccc1)N1CCC(N2CCCCCC2)CC1
  6	-3	-4	-5	-4	-8	2	14
N#Cc1nc(Cc2ccccc2)oc1NCCc1ccccc1
  -4	2	8	-1	-3	12	-11	8
Cc1ccccc1Cn1c2ccccc2c2cnn(CC(=O)NCc3ccco3)c(=O)c21
  8	-2	0	-5	-1	-4	-17	-34
COCC(C)n1c(SCc2nc(N)nc(Nc3ccccc3C)n2)nc2ccccc2c1=O (stereo not drawn)
  -4	5	7	1	2	14	-22	31
N#C/C(=C\c1ccc(F)c(Br)c1)C(=O)NC1CC1
  -5	0	28	-6	0	14	12	-4
O=C(O)c1ccccc1Nc1ccnc(Cl)n1
  -1	-3	7	7	0	-16	5	-379
O=C(COC(=O)CNC(=O)c1cc(Cl)cc([N+](=O)[O-])c1)NC(=O)NCc1ccco1
  -15	-7	11	-4	2	4	-8	2
Cn1cccc1/C=C1\SC(=S)N(NC(=O)c2ccccc2)C1=O
  .	4	-14	.	-81	.	.	32
CS(=O)(=O)c1cnc(-c2ccccc2)nc1Oc1ccc(Cl)cc1
  3	-8	-9	-8	2	-8	-12	26
COc1ccc(-n2nc(C(=O)NCC(=O)Nc3cc(OC)c(OC)c(OC)c3)c3ccccc3c2=O)cc1Cl
  10	-2	12	3	2	16	-6	-221
O=C(Nc1ccc(Oc2ccccc2)nc1)C1CCCCN1Cc1ccc(OCCO)cc1 (stereo not drawn)
  6	-6	6	-3	-9	0	13	6
COc1cc(NC(=O)Cc2ccc(OC)c(S(=O)(=O)N3CCOCC3)c2)c(OC)cc1Cl
  -8	-2	2	-2	0	18	-7	14
Cc1sc2ncnc(SCC(=O)Nc3ccc(CN4CCCC4)cc3)c2c1C
  -12	-5	4	-10	-9	40	-7	6
CCC(C)(C)NC(=O)C(c1cccn1C)N(C(=O)Cn1nnc2ccccc21)c1ccc(NC(C)=O)cc1 (stereo not drawn)
  1	-7	2	-3	1	-3	-24	8
COC(=O)c1ccc(C(=O)OC)c(NC(=S)N2CCCC(CO)C2)c1 (stereo not drawn)
  5	-2	15	-7	-98	2	18	-448

# Some entries already given, showing only SENP1 FRET inh and SENP6 inh:
Compound	SENP1 FRET inh	SENP6 inh
O=S(=O)(c1ccccc1)N1CCC(N2CCCCCC2)CC1	-4	2
Cn1cccc1/C=C1\SC(=S)N(NC(=O)c2ccccc2)C1=O	-81	.

# Next part.
# Below each compound – SENP8 block-1	HKDC1 inh	PfGluPho inh	SENP7 block	SENP1 FRET inh	Apaf1 inhib	SENP6 inh	SENP8 block-2
Nc1nc(SCC(=O)NCCN2CCOCC2)nc2sc3c(c12)CCC3
  4	-4	24	0	1	-15	6	-1
Cc1cccc(NC(=O)[C@@H](NC(=O)[C@@H]2Cc3ccccc3CN2)C(C)C)c1
  -1	-3	-5	6	1	4	-6	10
Cc1cc(C)c(S(=O)(=O)c2cc(F)ccc2C)c(=O)[nH]1
  9	-3	-5	6	-2	-6	5	-40
c1csc(C2=Nn3c(nnc3-c3ccncc3)SC2)c1
  -2	-1	54	5	-1	20	-31	13
CCC(C)NC(=O)CNC(=O)c1nn(-c2ccc(OC)cc2)c(=O)c2ccccc12 (stereo not drawn)
  4	-6	-3	6	3	0	6	-110
COc1ccc(C(=O)COC(=O)c2ccc3ccccc3n2)cc1
  -9	-9	14	0	0	-5	-2	15
CC1C(=O)C(C)C(c2ccccc2F)NC1c1ccccc1F (stereo not drawn)
  2	-5	-1	8	1	8	-5	25
COc1cc(CCCN2C(N)=NC[C@@H]2Cc2ccccc2)cc(OC)c1OC
  -3	-1	6	4	1	0	17	12
CCN1CCc2c(sc(NC(=O)c3ccc(S(=O)(=O)N(CC)c4ccccc4)cc3)c2C(N)=O)C1
  2	10	9	2	-22	33	19	-143
O=[N+]([O-])c1ccc(OCCO)c(P(=O)(c2ccccc2)c2ccccc2)c1
  -2	2	-10	-2	1	-17	1	4
CCN(CC)c1nc2n(c(=O)n1)CCN2CC
  -6	-6	-14	2	3	-5	9	13
CCC(=O)NC(NC(=S)Nc1c(C)n(C)n(-c2ccccc2)c1=O)C(Cl)(Cl)Cl (stereo not drawn)
  2	-5	23	4	2	-4	2	13
O=C(Cc1ccccc1)Nc1ccc(C(=O)Nc2ccc(O)cc2)cc1
  -5	0	7	-1	-1	-6	2	1
CCCC(C(=O)NC1CCCC1)N(CC1CCCO1)C(=O)CNS(=O)(=O)c1ccc(F)cc1 (stereo not drawn)
  -9	-5	-10	-9	-1	9	18	11
Cc1ccc(S(=O)(=O)N(CC#N)CC#N)cc1
  -1	-10	14	-4	1	-9	10	3

# The results go on.
# Below each compound – SENP8 block-1	HKDC1 inh	PfGluPho inh	SENP7 block	SENP1 FRET inh	Apaf1 inhib	SENP6 inh	SENP8 block-2
Cc1cc(C)n2cc(CSc3nnnn3-c3ccccc3C)nc2n1
  -10	1	-15	-10	-1	14	-22	i
CCn1c(SCC(=O)Nc2ccc(N3CCOCC3)cc2)nnc1C1CC1
  1	-5	-4	2	4	3	5	9
CC(C)C(=O)Nc1ccc(C(=O)N/N=C/C2CC3C=CC2C3)cc1 (stereo not drawn)
  7	-3	-4	1	1	-2	-1	13
CC(C(=O)c1ccc(-c2ccccc2)cc1)[n+]1cccc(Br)c1 (stereo not drawn)
  -4	-3	8	-5	0	6	-9	27
O=C(N/N=C/c1ccncc1)c1ccncc1
  .	0	-6	.	-1	.	.	-3
Nc1ccc(CNC(=O)OCC2c3ccccc3-c3ccccc32)cc1
  -8	1	117*	7	2	10	-1	9
CC(=O)c1ccc(OCCCC(=O)Nc2cccc(-c3nn[nH]n3)c2)cc1
  -4	1	-21	0	1	-3	-1	2
COC(=O)c1ccc(N2C(=O)CC(NCc3ccccc3)C2=O)cc1 (stereo not drawn)
  -1	-3	-11	4	-2	3	-7	33
c1ccc(Oc2ccc(-c3ccnc4ncnn34)cc2)cc1
  -2	3	-26	-4	2	-5	-19	-409
O=C(O)CC(CC(=O)NCC(O)c1ccccc1)c1ccccc1 (stereo not drawn)
  2	-2	-4	-2	-2	1	0	9
COc1ccccc1CNC(=O)COc1ccccc1C
  1	-4	9	2	-1	0	0	4
CCOC(=O)c1cc2c(nc1NC(=S)NCc1ccccc1)CCCC2
  -22	-7	-14	19	-1	-11	-3	-7
O=C(Nc1cc(Cl)ccc1Cl)N1CCCC1
  -7	-12	-1	-7	1	1	-9	15
CCCS(=O)(=O)c1cn2cccc(N)c2c1S(=O)(=O)CCC
  0	1	37	5	-29	11	8	-154
O=C(Cn1nnc(-c2ccc(S(=O)(=O)N3CCCC3)cc2)n1)NCC1CCCO1 (stereo not drawn)
  5	3	-4	3	2	-11	-2	12
Cc1ccc(NC(=O)/C(Cl)=C/c2ccccc2)cc1C
  67*	17	25	81*	1	11	86*	14

# Outcome played no part in choosing rows; about 3.6% have a hit in one of these screens.
